# Bioassay records from PubChem BioAssay.
# Kir21 block: inhibitors of mouse Kir2.1 inward-rectifier potassium channel | P35561 | HEK293-Kir2.1, FluxOR thallium flux fluorescence; active compounds read low | B-score at 10 µM | 310,000 compounds, 0.85% hits;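 active = fluorescence ratio B-score at or below minus 3 SD of library scores, with starting-brightness B-score within 2 SD, cut at about -4.2 in these data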;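 note: channel flux triggered by added potassium and thallium sulfate stimulus; B-score of peak minus minimum fluorescence over baseline after thallium stimulus; more negative B-score means stronger Kir2.1 block with less thallium influx; some compounds called inactive have numbers as strong as hits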
# KCNQ2 inh: KCNQ2 potassium channel inhibitors, primary screen, cell-based, CHO-K1, FluxOR thallium flux, B-score (AID 2156); O88943; 20 min; active compounds read low; B-score at 10 µM; 310,000 compounds, 1.1% hits;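 active = fluorescence ratio B-score at most minus 3 library SDs, with starting brightness B-score within 2 library SDs, cut at about -5.5 in these data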
# Target sequence (O88943 whole entry, looked up): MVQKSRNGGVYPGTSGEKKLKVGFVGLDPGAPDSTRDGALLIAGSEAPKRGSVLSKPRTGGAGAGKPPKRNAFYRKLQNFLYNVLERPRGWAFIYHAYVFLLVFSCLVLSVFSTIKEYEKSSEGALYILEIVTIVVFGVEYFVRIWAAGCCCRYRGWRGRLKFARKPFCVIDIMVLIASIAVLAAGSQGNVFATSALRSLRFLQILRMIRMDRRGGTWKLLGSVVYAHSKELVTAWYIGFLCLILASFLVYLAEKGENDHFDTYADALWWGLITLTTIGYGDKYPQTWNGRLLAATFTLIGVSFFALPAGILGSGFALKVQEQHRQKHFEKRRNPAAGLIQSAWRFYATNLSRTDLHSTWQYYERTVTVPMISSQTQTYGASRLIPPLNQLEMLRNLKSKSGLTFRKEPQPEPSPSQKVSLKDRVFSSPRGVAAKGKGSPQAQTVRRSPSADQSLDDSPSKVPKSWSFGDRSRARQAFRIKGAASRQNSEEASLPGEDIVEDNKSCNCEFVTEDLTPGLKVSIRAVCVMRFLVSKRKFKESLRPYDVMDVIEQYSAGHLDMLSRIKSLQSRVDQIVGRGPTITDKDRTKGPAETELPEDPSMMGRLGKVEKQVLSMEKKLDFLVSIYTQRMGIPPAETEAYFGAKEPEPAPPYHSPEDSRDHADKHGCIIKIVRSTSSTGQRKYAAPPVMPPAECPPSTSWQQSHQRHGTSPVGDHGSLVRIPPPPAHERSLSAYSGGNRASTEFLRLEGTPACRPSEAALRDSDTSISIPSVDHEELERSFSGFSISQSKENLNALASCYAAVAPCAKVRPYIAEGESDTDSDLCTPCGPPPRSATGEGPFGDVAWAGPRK
# * hit, by the source's call; i = inactive.
SMILES,Kir21 block,KCNQ2 inh
C/C(=N\NC(=O)c1ccc(CSc2nncn2C)cc1)c1ccc(Cl)cc1,0.45,i
CC(C)(C)NC(=O)c1cccc(NC(=O)CSc2ccc(Cl)cc2)c1,0.54,i
O=C(CSc1nc(O)c(C2CCCCC2)c(=O)[nH]1)N1CCOCC1,-0.2,i
CCOC(=O)c1cccc(OCC(O)CNCCOc2ccccc2F)c1 (stereo not drawn),-2,i
COc1ccc(-c2nn(-c3ccccc3)cc2C(=O)Nc2nc(CC(C)=O)ns2)cc1,0.5,i
CCn1c(CNC(=O)c2ccccc2)nnc1SCC(=O)N1CCN(c2ccccc2)CC1,-0.68,i
O=c1nc(Nc2ccc([N+](=O)[O-])cc2)[nH]c(=O)[nH]1,0.32,i
COc1c(O)c(O)c2oc(-c3ccccc3)cc(=O)c2c1OC,1.9,i
CCc1nnc(NC(=O)C2CCCN2C(=O)Nc2ccccc2)s1 (stereo not drawn),-0.44,i
C(=N/Nc1cc(N2CCOCC2)nc(N2CCOCC2)n1)/c1ccccc1,0.85,i
NS(=O)(=O)c1ccc(CCNC(=O)CNCCc2ccccc2)cc1,0.68,i
COCCNC(=O)/C(C#N)=C/c1ccc(OC(=O)c2cccs2)c(OC)c1,-6*,i
CC1CC1c1ccc(/C=C(\C#N)C(=O)Nc2ccc(Cl)cc2)o1 (stereo not drawn),-1.1,i
COc1ccc2nc(NCc3cccnc3)sc2c1,-0.64,i
COc1ccc(Cl)cc1NC(=O)N1CCN(C2CCCCC2)CC1,-0.87,i
Cc1ccc(C(=O)N/C(=C\c2ccc(-c3ccccc3[N+](=O)[O-])o2)C(=O)NCCCN(C)C)cc1,-0.03,i
COc1ccc(N(CN2C(=O)C3CC=CCC3C2=O)C(=O)c2ccco2)cc1 (stereo not drawn),-1.4,i
COc1ccc(C(CNC(=O)C2CCN(S(=O)(=O)c3ccc(F)cc3)CC2)N(C)C)cc1 (stereo not drawn),-0.64,i
O=C(CNC(=O)COc1ccccc1)NCCc1ccccn1,0.06,i
CC(=O)c1ccc(Nc2cc(C)nc3ccccc23)cc1,0.77,i
O=C(Nc1cccc(C(F)(F)F)c1)C1CCCN(c2ncccn2)C1 (stereo not drawn),3.3,i
COc1ccc(CN2CCOCC2)c(C)c1C,0.1,i
O=C(NC1CCN(C(=O)c2cccc([N+](=O)[O-])c2)CC1)c1ccccc1,0.1,i
O=C(C[n+]1ccccc1)N/N=C/c1ccccc1C(F)(F)F,0,i
OCCNCCOCCOc1ccccc1-c1ccccc1,-2.2,i
Cc1ccc(-c2ccnc3c(Br)c(C)nn23)cc1,-1,i
CCc1cn(S(=O)(=O)c2ccccc2OC)nc1N,0.39,i
Cc1nc(N2CCN(c3ccccn3)CC2)c2c(C)c(C(=O)N3CCN(c4ccccc4F)CC3)sc2n1,1.3,i
Oc1ccc(Br)cc1/C=N/N1CCN(Cc2ccccc2)CC1,-0.47,i
O=[N+]([O-])c1ccc(Cc2nnc(-c3ccc(F)cc3)o2)cc1,0.22,i
C=CCn1c(=O)c2c(nc3n2CCCN3CCc2ccccc2)n(C)c1=O,-0.02,i
O=C(Nc1ccc([N+](=O)[O-])c(NC(=O)c2cccnc2)c1)c1cccnc1,0.06,i
CCOc1ccc(S(=O)(=O)N2CCN(C(=O)c3ccncc3)CC2)cc1,-2.1,i
Cc1ccc(-c2nn(C(C)(C)C)c3ncnc(NS(=O)(=O)c4ccc([N+](=O)[O-])cc4)c23)cc1,0.85,i
O=C(N/N=C/c1cc(Cl)cc([N+](=O)[O-])c1O)NC12CC3CC(CC(C3)C1)C2,0.48,i
CCCCC(O)(CCCC)C(=O)NN(C(=O)OC)c1ccccc1,-0.09,i
COC(=O)c1c(C)[nH]c(C(=O)OCC(=O)N2c3ccccc3NC(=O)C2(C)C)c1C,-0.14,i
CCOc1ccccc1N(CC(=O)N1CCOCC1)S(=O)(=O)c1ccc(SC)cc1,0.43,i
O=C(NCC1CCCO1)C(=O)N/N=C/c1ccccc1C(=O)O (stereo not drawn),-0.93,i
Cc1ccc(OCCCOc2cccc3cccnc23)cc1C,-1.7,i
O=C(Nc1cccc(Cl)c1Cl)Nn1cnnc1,1.2,i
COc1ccc(C(=O)Oc2ccc(Br)cc2C(=S)N2CCOCC2)cc1,-1.5,i
Nc1nc(NCCCN2CCOCC2)nc(Nc2cccc(Cl)c2)c1[N+](=O)[O-],0.51,i
COc1cc(NC(=O)C2CC2)c(OC)cc1NC(=O)c1ccco1,-0.28,i
Cc1cc2nc(N)sc2cc1C,-2,i
COC(=O)c1ccc(OC(=O)/C=C/c2ccco2)cc1,-0.17,i
O=C(Nc1cc(C(F)(F)F)ccc1N1CCOCC1)c1ccc(Br)o1,-1.5,i
CC(C)(C)c1ccc(C2(C)NC(=O)N(CC(=O)Nc3ccc4c(c3)OCO4)C2=O)cc1 (stereo not drawn),1.3,i

# No new results follow: entries from further up.
SMILES,Kir21 block,KCNQ2 inh
Cc1cc2nc(N)sc2cc1C,-2,i
COC(=O)c1ccc(OC(=O)/C=C/c2ccco2)cc1,-0.17,i
O=C(Nc1cc(C(F)(F)F)ccc1N1CCOCC1)c1ccc(Br)o1,-1.5,i
CC(C)(C)c1ccc(C2(C)NC(=O)N(CC(=O)Nc3ccc4c(c3)OCO4)C2=O)cc1 (stereo not drawn),1.3,i

# Additional results:
SMILES,Kir21 block,KCNQ2 inh
O=C1N(C2CCCC2)C[C@@H]2C[C@@H](c3cn[nH]c3-c3ccc(Cl)cc3)N3CCC[C@@]123,-1.8,i
COCCn1c(SC(C)C(=O)NC2CC2)nnc1-c1cccc(C)c1 (stereo not drawn),0.93,i
CC(=O)c1ccc(NC(=S)Nc2ccn(Cc3ccc(Br)cc3)n2)cc1,1.2,i
O=C(Nc1ccc(F)cc1Cl)c1ccc2c(=O)n3c(nc2c1)CCCCC3,-0.04,i
CC1(C)NC(=O)N(CC(=O)Nc2nc(-c3ccc(F)cc3)cs2)C1=O,0.09,i
CN(C)C(=O)CSc1nc2ccccc2n1Cc1ccccc1,0.78,i
COc1cccc(NC(=O)CN(C)C(=O)c2ccc(-c3cccc(C(F)(F)F)c3)o2)c1,-0.12,i
Cc1cc(C)c(S(=O)(=O)Nc2ccc(N3CCOCC3)cc2)c(C)c1,-0.5,i
CCOC(=O)c1c(N)sc(C(=O)N2CCCCC2)c1C,0.86,i
CCC(=O)Nc1ccccc1C(=O)OC(c1ccccc1)c1ccccc1,-0.51,i
COc1ccccc1/C=N/n1cnnc1,-0.02,i
O=C1NC2(CCCCO2)CO1 (stereo not drawn),0.53,i
CCCCn1c(=S)[nH]c2ccc(N3CCOCC3)cc2c1=O,1.4,i
CCn1c(SCC(=O)Nc2cc(C)ccc2C)nc2c(c1=O)SC(C)C2 (stereo not drawn),-0.97,i
COc1ccc(Cl)cc1Nc1nc(-c2sc(NC(=O)c3ccccc3)nc2C)cs1,1.6,i
CCOc1ccc2nc(Cl)c(/C=C/C(=O)c3ccco3)cc2c1,0.38,i
Cc1ccc(S(=O)(=O)NCCC(=O)N2CCC(C(N)=O)CC2)cc1C,-0.25,i
CC(C)c1ccc(/C=C2\CC/C(=C\C=N\N(C)C)C2=O)cc1,0.81,i
O=c1ccn(CCOc2ccc(Cl)cc2)c(=O)[nH]1,1.6,i
CCOc1ccc(OCC)c(NC(=O)CC2Oc3ccc(C)cc3NC2=O)c1 (stereo not drawn),-1.1,i
CCCCOc1ccc(/C=C/C(=O)OCC(=O)NC(=O)NCC(C)C)cc1OCC,0.32,i
COc1ccccc1CN1CC(C(=O)NCc2cc(F)ccc2C)CCC1=O (stereo not drawn),-0.87,i
CCOC(=S)SCc1cn2cccc(C)c2n1,-1.1,i
COc1ccc(C2/C(=C(/O)c3ccc4c(c3)CC(C)O4)C(=O)C(=O)N2CCCN2CCOCC2)cc1 (stereo not drawn),0.14,i
CN(CC(=O)Nc1ccc(F)cc1)C(=O)COC(=O)c1ccc(-c2ccccc2)cc1,2.3,i
CC1CN(c2nc3c(c(=O)n(Cc4ccc(Cl)cc4)c(=O)n3C)n2C)CC(C)O1 (stereo not drawn),0.94,i
CN1C(=S)SC(/[N+]([O-])=C\c2ccc(Cl)cc2)C1(C)C (stereo not drawn),0.25,i
O=C(c1ccccc1)c1ccc2nc(-c3ccco3)c(-c3ccco3)nc2c1,-0.79,-7.7*
CCOC(=O)c1c(NC(=O)CSc2nnc(C)o2)sc(C)c1C,-0.39,i
Cc1sc2nc(CN3CCOCC3)nc(N3CCC(C(N)=O)CC3)c2c1C,0,i
O=c1sc(/C=N/Nc2ccccc2)c(Cl)n1Cc1ccccc1,0.62,i
COc1cc(OC)c(OC)cc1CNC(=O)c1ccc(COc2ccccc2)cc1,-3.3,i
CCOC(=O)CNC(=O)c1cnn2cccnc12,-1.4,i
O=C(C1CCN(S(=O)(=O)c2cccc3nsnc23)CC1)N1CCCc2ccccc21,-0.74,i
CCc1nnc(NC(=O)CCC(=O)N2CCCC(O)C2)s1 (stereo not drawn),0.58,i
CC(=O)Oc1c(Cl)c(N2CCOCC2)c(OC(C)=O)c2ccccc12,-1.1,i
Cc1ccc(S(=O)(=O)N2CCCC2CNC(=O)C(=O)NC2CCCC2)cc1 (stereo not drawn),-1.1,i
Cc1cccc(NC(=O)COc2cccc3c2CCN(Cc2ccccc2)C3=O)c1C,0.78,i
Cn1cccc1C(=O)OCC(=O)N1c2ccccc2NC(=O)C1(C)C,-0.53,i
CN1CCN(Cc2cn[nH]c2-c2ccc(F)cc2F)[C@@H](c2ccccc2)C1,-1.4,i
O=C(c1ccc(F)cc1)N(C(=O)c1ccc(F)cc1)c1ncccn1,0.01,i
CC1=C(C(N)=O)C(c2ccc(Cl)cc2Cl)n2ncnc2N1 (stereo not drawn),0.86,i
COc1cccc(/C=C/C(=O)Nc2ccc3c(c2)OCCO3)c1,-1.6,i
CS(=O)Cc1cc(Sc2ccccc2)nc(-c2ccncc2)n1 (stereo not drawn),-0.01,i
O=C(O)C1C2CCC(O2)C1C(=O)Nc1ccc(OC(F)F)cc1 (stereo not drawn),-1.4,i
CCOC1=CC(=O)N(Cc2ccccc2)C1,0.47,i
Cn1c(SCC(=O)N2CCOCC2)nc(O)cc1=O,-0.16,i
Cc1cc(=O)oc2c3c(cc(OCC(=O)Nc4cccnc4)c12)OC(C)(C)CC3,2.2,i
O=C(CC1OC(=O)c2ccccc21)Nc1ccccc1N1CCOCC1 (stereo not drawn),-0.44,i
COc1ccc(NS(=O)(=O)c2cc3c(cc2C)N(C(C)=O)CCO3)c(OC)c1,0.31,i
CC(C)CN1CCC(CN(C)Cc2nc(-c3cnccn3)no2)CC1,2.3,i
OCCN1CCN(c2nc(-c3ccccc3O)nc3ccccc23)CC1,-1.7,i
Cc1cc(C)n(CCCNC(=O)c2ccc(C)c(S(=O)(=O)N3CCOCC3)c2)n1,-0.48,i
O=C(OCCN1CCCC1=O)c1cc(F)c(F)c(F)c1F,1,i
COC(=O)CNC(=O)C1Nc2ccc(OC(F)(F)F)cc2C2C=CCC12 (stereo not drawn),0.63,i
CC(C)C(=O)Nc1c2c(nc3ccccc13)N(C)CC2,-0.14,i
Cc1ccc(-n2c(C)cc(C=C3C(=O)CC(C)(C)CC3=O)c2C)cc1,1.9,i
O=C1C2CCCN2C(c2ccc(Br)cc2)N1c1ccc(F)cc1 (stereo not drawn),-0.63,i
OC(CSc1ccccc1Cl)CN1CCN(c2ccccc2F)CC1 (stereo not drawn),-0.07,i
CCCCNC(=O)Nc1ncn[nH]1,1.4,i
# New compounds follow:
SMILES,Kir21 block,KCNQ2 inh
O=C(N/N=C/c1c(Cl)cccc1Cl)c1cccc(F)c1,0.06,i
CCCCNC(=O)COC(=O)c1cc2c(C)nn(-c3ccccc3)c2s1,-1.7,i
O=C(OCc1ccccc1)/C(=C(\O)c1ccccc1Br)c1ccc(-c2ccccc2)cn1,1.4,i
O=C(Cc1cccs1)N/N=C\c1ccc(O)cc1,1.7,i
O=C(/C=C/c1ccc(F)cc1)NC(=S)NNC(=O)c1cccnc1,0.58,i
CC1(C)CC(=O)C(/C=N/n2cnc3ccccc3c2=O)=C(O)C1,-0.07,i
COc1cc(/C=C2/NC(=O)NC2=O)cc(Br)c1OCc1ccc(C(=O)O)cc1,-0.06,i
CCN(CC)S(=O)(=O)c1ccc(OC)c(NC(=O)COc2ccccc2[N+](=O)[O-])c1,0.69,i
Cc1ccc2c(C)c(C(=O)N(Cc3ccncc3)CC3CCCO3)oc2c1C (stereo not drawn),-0.65,i
O=C(NCCCN1CCOCC1)c1ccc2c(c1)N(Cc1ccccc1)C(=O)c1ccccc1S2=O (stereo not drawn),1.4,i
COc1ccc(/C=N/NC(=O)C2(C)NC(C)(C)Cc3ccccc32)cc1 (stereo not drawn),0.01,i
CC(=O)N1CCc2cc(S(=O)(=O)NC(Cc3ccccc3)C(=O)Nc3cc(C)ccn3)ccc21 (stereo not drawn),-0.6,i

# Pulled one by one from above:
SMILES,Kir21 block,KCNQ2 inh
COc1ccc(/C=N/NC(=O)C2(C)NC(C)(C)Cc3ccccc32)cc1 (stereo not drawn),0.01,i
CCCCNC(=O)COC(=O)c1cc2c(C)nn(-c3ccccc3)c2s1,-1.7,i
O=C(/C=C/c1ccc(F)cc1)NC(=S)NNC(=O)c1cccnc1,0.58,i
CCN(CC)S(=O)(=O)c1ccc(OC)c(NC(=O)COc2ccccc2[N+](=O)[O-])c1,0.69,i
O=C(Cc1cccs1)N/N=C\c1ccc(O)cc1,1.7,i
O=C(OCc1ccccc1)/C(=C(\O)c1ccccc1Br)c1ccc(-c2ccccc2)cn1,1.4,i
COc1cc(/C=C2/NC(=O)NC2=O)cc(Br)c1OCc1ccc(C(=O)O)cc1,-0.06,i
